MITF primary: inhibitors of human MITF; O75030; AlphaScreen MITF homodimerization, bead proximity signal; inhibition, % at 2.6 µM; hit rate 0.91% among 650,000; AID 1259374; in the data active = inhibition above about 50%;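 note: 0% = vehicle wells with protein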
Target sequence (O75030 whole entry, looked up): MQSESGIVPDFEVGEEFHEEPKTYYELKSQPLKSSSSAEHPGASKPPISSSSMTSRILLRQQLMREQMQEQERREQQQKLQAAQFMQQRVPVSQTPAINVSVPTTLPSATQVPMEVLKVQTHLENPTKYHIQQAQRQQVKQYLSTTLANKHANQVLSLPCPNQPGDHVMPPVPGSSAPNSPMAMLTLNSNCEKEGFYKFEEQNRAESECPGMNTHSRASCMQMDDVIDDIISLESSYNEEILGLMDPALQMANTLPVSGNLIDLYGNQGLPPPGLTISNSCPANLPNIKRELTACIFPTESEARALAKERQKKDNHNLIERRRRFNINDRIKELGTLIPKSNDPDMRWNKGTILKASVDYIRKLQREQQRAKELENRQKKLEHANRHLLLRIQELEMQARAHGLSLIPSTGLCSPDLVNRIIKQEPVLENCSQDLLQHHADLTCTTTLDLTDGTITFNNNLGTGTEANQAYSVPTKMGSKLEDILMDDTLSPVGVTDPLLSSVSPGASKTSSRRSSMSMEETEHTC
GPR151 ag: activates the human receptor GPR151 | Q8TDV0 | PathHunter beta-arrestin GPR151 cells, luminescence | activation, % at 11.2 µM | hit rate 1% among 650,000; in the data active = activation above about 4.9%;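 note: 0% = median of compound wells and 100% = cells with positive control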
Target sequence (Q8TDV0 whole entry, looked up): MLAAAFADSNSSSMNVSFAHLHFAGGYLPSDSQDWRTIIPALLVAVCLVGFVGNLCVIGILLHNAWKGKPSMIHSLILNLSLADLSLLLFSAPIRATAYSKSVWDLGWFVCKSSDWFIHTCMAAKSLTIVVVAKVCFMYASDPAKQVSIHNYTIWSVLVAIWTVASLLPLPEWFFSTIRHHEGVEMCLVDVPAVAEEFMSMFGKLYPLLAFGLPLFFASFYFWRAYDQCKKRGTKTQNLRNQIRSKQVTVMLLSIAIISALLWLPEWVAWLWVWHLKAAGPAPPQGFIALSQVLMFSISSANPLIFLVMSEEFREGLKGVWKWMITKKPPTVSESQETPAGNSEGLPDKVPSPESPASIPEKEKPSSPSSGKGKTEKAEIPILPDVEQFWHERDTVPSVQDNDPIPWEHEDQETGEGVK
TEAD-YAP block: TEAD-YAP interaction inhibition; HEK-TIYL cells, TEAD-Gal4/YAP UAS-luciferase luminescence; inhibition, % at 9.12 µM; hit rate 1.4% among 640,000; in the data active = inhibition above about 32%;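 note: 0% = median of test compound wells and 100% = reference inhibitor wells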
FBW7 activator: human FBW7 E3 ligase activation, primary screen; Q969H0; normalized activity (activation), % at 26.1 µM; AlphaScreen FBW7–phospho-cyclin E peptide binding, activator screen; hit rate 0.13% among 650,000; AID 1259310; in the data active = normalized activity above about 1.9%;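 note: purified mutant Fbw7 with reduced substrate affinity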
An asterisk follows results filed as active; & = joins results of further samples.

SMILES | MITF primary | GPR151 ag | TEAD-YAP block | FBW7 activator
CC1(C)N=C(N)N=C(N)N1c1ccc([N+](=O)[O-])cc1 | -4 | -1.0 | -5 | -0.1
OCC1(Cc2ccccc2)CCCN(Cc2ccc3c(c2)OCCO3)C1 (centres undefined) | 10 | -1.2 | 2 | 0.0
CC(=O)c1cccc(NC(=O)Nc2c(C)n(-c3ccccc3)c(=O)n2C)c1 | 6 | 0.9 | -5 | 0.2
Cc1ccc(S(=O)(=O)C2(C(=O)NC3CCCC3)CC2)cc1 | 13 | -0.3 | -9 | 0.3
COc1ccc(C(=O)Nc2ccc(-c3nc4ccc(C)cc4s3)cc2)cc1 | 12 | -0.5 | -4 | 0.5
COc1ccc(NC(=O)c2ccno2)cc1N1CCCCC1=O | 6 | -1.1 | -4 | -0.1
O=C1C2CCCN2C(=S)N1c1ccccc1F (centres undefined) | 22 | 3.0 | -4 | 0.2
CC(=O)Nc1nnc(-c2ccc3c(c2)CCCC3)o1 | 8 | -2.6 | -8 | -0.1
CC(=O)NC(Cc1ccccc1)C(=O)N1CCN(C(=S)NCC(C)C)CC1 (centres undefined) | -5 | -1.2 | 2 | 0.2
CC(C)CCNC(=O)c1c[nH]n2c(=O)cc(CSc3ccc(Cl)cc3)nc12 | -8 | -0.2 | 10 | 0.1
CCN1CCN(C(=O)c2ccc(CS(=O)(=O)Cc3cccc(C)c3)o2)CC1 | 1 | -0.2 | 15 | -0.1
CN(CCC#N)C(=O)CSc1nc2ccccc2c(=O)[nH]1 | -4 | 0.6 | -2 | 0.0
COc1cccc(NC(=O)CN2C(=O)COc3ccc(C)cc32)c1 | 2 | 0.5 | 9 | -0.1
c1ccc2c(c1)CC(c1nc3ccc(-c4ccncc4)cc3s1)CO2 (centres undefined) | 15 | 0.3 | -33 | 0.3
CCOC(=O)c1ccsc1NC(=O)CSc1ccc(C)cc1 | -17 | 1.0 | -8 | 0.0
O=C(NCC(c1ccccc1)c1ccccc1)c1ccc(C#CC2(O)CCCCC2)cc1 | -17 | 0.0 | -11 | -0.2
CCOc1ccccc1NC(=O)CC1Sc2ccc(C(F)(F)F)cc2NC1=O (centres undefined) | 6 | 0.9 | 21 | -0.1
O=C(O)c1nnn(Cc2ccccc2Cl)c1C(=O)O | 2 | 0.2 | 8 | -0.1
O=[N+]([O-])c1ccc(N2CCCC(CO)C2)nc1 (centres undefined) | -17 | 1.2 | -7 | 0.5
O=C(NCCCN1CCCC1)c1ccccc1Cl | 55* | -0.2 | -3 | -0.1
COc1ccc(NC(=O)c2sc3ncnc(N4CCc5ccccc5C4)c3c2C)c(OC)c1 | 17 | -2.2 | -3 | 0.4
Cc1cccc(Nc2nn3c(=O)c4ccccc4nc3s2)c1 | -4 | 0.2 | -38 | -0.1
O=C(Cn1c(=O)n(C2CCCCC2)c(=O)c2cccnc21)Nc1cccc(C(F)(F)F)c1 | 3 | 1.0 | 15 | 0.4
CCOC(=O)c1ccc(NC(=O)CON=c2c(C)nc3ccccc3nc2C)cc1 | -11 | 1.0 | -32 | 0.0
O=C(Nc1nnc(-c2ccc3c(c2)OCO3)s1)c1ccco1 | 4 | 1.4 | 0 | 0.1

For convenience, some entries already given:
SMILES | MITF primary | GPR151 ag | TEAD-YAP block | FBW7 activator
CC1(C)N=C(N)N=C(N)N1c1ccc([N+](=O)[O-])cc1 | -4 | -1.0 | -5 | -0.1
OCC1(Cc2ccccc2)CCCN(Cc2ccc3c(c2)OCCO3)C1 (centres undefined) | 10 | -1.2 | 2 | 0.0
CC(=O)c1cccc(NC(=O)Nc2c(C)n(-c3ccccc3)c(=O)n2C)c1 | 6 | 0.9 | -5 | 0.2
Cc1ccc(S(=O)(=O)C2(C(=O)NC3CCCC3)CC2)cc1 | 13 | -0.3 | -9 | 0.3
COc1ccc(C(=O)Nc2ccc(-c3nc4ccc(C)cc4s3)cc2)cc1 | 12 | -0.5 | -4 | 0.5
COc1ccc(NC(=O)c2ccno2)cc1N1CCCCC1=O | 6 | -1.1 | -4 | -0.1
O=C1C2CCCN2C(=S)N1c1ccccc1F (centres undefined) | 22 | 3.0 | -4 | 0.2
CC(=O)Nc1nnc(-c2ccc3c(c2)CCCC3)o1 | 8 | -2.6 | -8 | -0.1
CC(=O)NC(Cc1ccccc1)C(=O)N1CCN(C(=S)NCC(C)C)CC1 (centres undefined) | -5 | -1.2 | 2 | 0.2
CC(C)CCNC(=O)c1c[nH]n2c(=O)cc(CSc3ccc(Cl)cc3)nc12 | -8 | -0.2 | 10 | 0.1
CCN1CCN(C(=O)c2ccc(CS(=O)(=O)Cc3cccc(C)c3)o2)CC1 | 1 | -0.2 | 15 | -0.1
CN(CCC#N)C(=O)CSc1nc2ccccc2c(=O)[nH]1 | -4 | 0.6 | -2 | 0.0

Next section.
SMILES | MITF primary | GPR151 ag | TEAD-YAP block | FBW7 activator
O=C(N/N=C/c1ccc([N+](=O)[O-])o1)c1ccco1 | 19 | 0.1 | -32 | -0.1
C=CCN1CCN(c2c(Cl)cccc2NC(=O)c2cccc(Nc3ncccn3)n2)CC1 | -4 | 1.1 | -6 | -0.1
COc1ccccc1-c1ccc(=O)n(CC(=O)NCc2ccccc2)n1 | 21 | -0.7 | -10 | 0.2
N#Cc1ccc2c(c1)CC(c1nc3ccc(-c4ccnc(N)n4)cc3[nH]1)CO2 (centres undefined) | 10 | 0.8 | 13 | -0.1
O=C(NCCO)c1cncc(-c2csc3ccccc23)c1 | 1 | 0.8 | -6 | 0.0
COC(=O)c1ccc(NC(=O)C2CC(=O)N(Cc3ccc4c(c3)OCO4)C(=Nc3ccc(F)cc3)S2)cc1 (centres undefined) | -10 | -0.2 | 3 | -0.1
Cc1ccccc1CNC(=O)CN(c1cccc([N+](=O)[O-])c1)S(C)(=O)=O | 6 | 6.4* | 2 | -0.2
CC(=O)Nc1ccc(NC(=O)c2ccc(-c3ccc(C(=O)N4CCN(C)CC4)cc3)s2)cc1 | 15 | 0.9 | 8 | -0.1
CCN(CC)CC(=O)NCC1(c2ccccc2)CCCC1 | 3 | -0.1 | -6 | -0.1
c1ccc(CNc2ncnc3nc(Nc4cnccn4)[nH]c23)cc1 | 11 | 0.8 | -2 | 0.1
CC1CC(C)CN(C(=S)Nc2ccccc2)C1 (centres undefined) | -4 | -0.1 | -3 | -0.1
COCCCNC(=O)c1ccc(CNC(=O)c2ccc3c(c2)OCO3)cc1 | 5 | 5.7* | 3 | 0.1
O=C1CCCN1CCn1cnc2c(NC3CCN(Cc4ccccc4)CC3)nc(NCc3ccc4c(c3)OCO4)nc21 | 4 | 1.3 | 4 | -0.1
CCOc1c(C)cc(S(=O)(=O)NCCCCN2CCOC(c3ccccc3)C2)cc1C (centres undefined) | 8 | 11* | 5 | -0.2
O=C(Nc1ccc(N2CCOCC2)cc1)c1cccc(-n2ncc3ccc(-c4ncn[nH]4)cc32)c1 | 13 | -0.1 | 7 | 0.0
COc1ccc(OC)c(NS(=O)(=O)c2cc3c4c(c2)CC(=O)N4CCC3)c1 | -6 | -1.4 | -9 | 0.1
Cc1cccc(-n2c(N)c(C(=O)N3CCN(C)CC3)sc2=S)c1 | 12 | -0.5 | -10 | -0.1
CC(C)OCCCN1C(=O)C2C(C(=O)Nc3ccc(C(C)C)cc3)C3C=CC2(O3)C1C(=O)NC1CCCC(C)C1C (centres undefined) | 0 | 0.5 | 5 | -0.1
C=CCn1c(NC2CCCCC2)cc(=O)n(C)c1=O | 3 | 2.0 | 2 | -0.3
Nc1ccc(N2C(=O)c3ccc(N)cc3C2=O)cc1 | 8 | 0.2 | 34* | 0.0
Nc1cc(C(=O)O)ccc1NCCCN1CCOCC1 | 1 | -0.5 | 0 | 0.1
CCCC(=O)N1CC2(C)CN(C(=O)CCC)CC(CCC)(C1)C2=O | 3 | -0.6 | -9 | 0.5
Cc1cccc2cc(CN(CCCO)S(=O)(=O)c3cccc4nsnc34)c(=O)[nH]c12 | 0 | 0.2 | -2 | 0.0
CCN(CC)C(=O)C1CCCN(c2ncc(C)c(NCCN3CCOCC3)n2)C1 (centres undefined) | 5 | -3.4 | 2 | -0.1
CCCCCCCC1=NN2C(=N)/C(=C/c3ccc(C)cc3)C(=O)N=C2S1 | 1 | 0.5 | 7 | 0.1
(cont.)
SMILES | MITF primary | GPR151 ag | TEAD-YAP block | FBW7 activator
Cn1cc(/C=N/NC(=O)C(O)c2ccccc2)c2ccccc21 (centres undefined) | 19 | -0.5 | 5 | 0.2
Cc1cc(=O)[nH]c(-n2[nH]c(-c3ccccc3)cc2=O)n1 | -12 | 0.4 | -5 | 0.1
COc1ccc(C(=O)Oc2ccc(NC(=O)c3ccco3)cc2)cc1 | 10 | 0.6 | 6 | 0.3
CCCNC(=O)C1CCN(c2ccc(NCc3cccnc3)nn2)CC1 | -3 | 2.2 | -8 | 0.1
COc1ccc(C2=NN(c3nc(-c4ccc(Cl)cc4)c4ccccc4n3)C(c3ccc(Br)cc3)C2)cc1 (centres undefined) | -5 | 0.7 | -2 | -0.3
CC1(Cc2cccc(C(N)=O)c2)C(=O)Nc2cccc(Cl)c21 (centres undefined) | 13 | 2.9 | -12 | 0.0
O=C(Nc1nc(-c2ccccc2)cs1)c1cccc([N+](=O)[O-])c1 | 5 | 0.5 | -8 | -0.2
Nc1ncc(S(=O)(=O)c2cccc(C(F)(F)F)c2)c(-c2ccccn2)n1 | -6 | 0.8 | -1 | -0.3
CC(C)(Oc1ccc(Cl)cc1)C(=O)NCCS(=O)(=O)N1CCc2ccccc21 | 1 | 2.5 | 6 | 0.1
COc1ccc(NC(=O)CSc2nc3ccccc3c(=O)n2Cc2ccc3c(c2)OCO3)c(OC)c1 | 7 | 0.1 | 13 | 0.2
O=C(CN1CCC(Nc2nc3c(c(=O)[nH]2)CCCC3)CC1)NC1CCCCC1 | -3 | 1.7 | 1 | -0.1
CCC(c1nc2ccccc2c(=O)n1CCCn1ccnc1)N1C(=O)c2ccccc2C1=O (centres undefined) | 21 | 0.6 | 10 | 0.7
CCN1CCN(C(=O)c2sc3ncn(CC(=O)N4CC(C)CC(C)C4)c(=O)c3c2C)CC1 (centres undefined) | 10 | -0.4 | 8 | 0.1
COc1ccc(S(=O)(=O)Nc2ccc(C(=O)O)c(O)c2)cc1[N+](=O)[O-] | 13 | 1.2 | 7 | 0.0
Cc1ccc(NC(=O)N(C)CCOc2ccccc2)cc1 | -5 | 3.4 | -11 | 0.0
Cc1noc(NS(=O)(=O)c2ccc(NC(=O)c3ccccc3Cl)cc2)c1C | 20 | -0.5 | -4 | 0.1
CCOC1c2ccccc2NC(c2ccccc2)C1(C)C (centres undefined) | -8 | 0.5 | 11 | -0.1
COc1cc(OC)cc(C(=O)NCC2CCCN(C(=O)CCc3ccccn3)C2)c1 (centres undefined) | 14 | -0.6 | 5 | 0.0
CNC(=O)[C@@H]1C[C@@H](NCCC2=C(C)CCCC2(C)C)CN1Cc1ccncc1 | 6 | -0.1 | -1 | 0.4
C/C(=N\NC(=O)c1ccc(F)cc1)c1ccc([N+](=O)[O-])cc1 | 10&-4 | 8.1* | -25&-50 | -0.1&-0.1
CC(C)C(C(=O)Nc1ccccc1C(F)(F)F)N1C(=O)c2ccccc2C1=O (centres undefined) | 0 | -0.8 | -2 | 0.0
COc1cccc(CN2CCNC(=O)C2CC(=O)N(C)CCC2CCOCC2)c1OC (centres undefined) | 1 | 0.3 | 4 | 0.2
CC(=O)Nc1ccc(NC(=O)c2cccc(N3CCOCC3)c2)cc1 | -8 | -3.7 | -6 | -0.1
O=C(NCC1(c2ccccc2)CCOCC1)c1cccc(Cl)c1 | 18 | -1.6 | 2 | 0.2
COc1ccc(C(c2ccccn2)N(C)C(=O)C2CCN(C(=O)C3CC3)CC2)cc1 (centres undefined) | -10 | 0.2 | -4 | -0.7
The list continues:
SMILES | MITF primary | GPR151 ag | TEAD-YAP block | FBW7 activator
O=C(NC(=C(Cl)Cl)c1ccccc1)c1ccccc1 | 4 | 1.3 | -1 | 0.1
NC(=O)C1Cc2ccccc2N1C(=O)Nc1ccc(Cl)cc1 (centres undefined) | -6 | -2.5 | -4 | -0.1
CN(c1ccccc1)c1ccc(/C=N/Nc2ccc(S(N)(=O)=O)cc2[N+](=O)[O-])cc1 | 11 | 1.5 | -1 | 0.0
O=C1c2cccnc2C(=O)N1Cc1ccc(F)cc1S(=O)(=O)NC1CCCCC1 | 30 | -2.3 | -3 | -0.1
Cc1ccnc(NC(=O)COC(=O)C2COc3ccccc3O2)n1 (centres undefined) | 3 | -0.4 | -5 | 0.7
COc1ccc(C(=O)Nn2c(C3CCCCC3)nc3ccccc3c2=O)cc1 | -2 | 0.2 | 0 | 0.1
COC(=O)c1c(NC(=O)c2nn3c(C(F)(F)F)cc(-c4ccccc4)nc3c2Br)sc2c1CCC(C(C)(C)C)C2 (centres undefined) | 18 | -0.9 | -1 | 0.0
CCCc1cc(=O)[nH]c2nnc(SCC(=O)Nc3ccc(OC)c(OC)c3)n12 | -9 | -1.6 | 5 | 0.1
O=C(NCC1CCCN1S(=O)(=O)c1cccs1)c1ccccc1F (centres undefined) | -11 | -1.1 | -5 | 0.2
CC(=O)c1c(C)nc2ccc(Cl)cn12 | 4 | -1.0 | -4 | 0.0
COc1ccc(Cl)cc1NC(=O)CSc1nc2c(c(=O)n1C)SC(C)C2 (centres undefined) | 24 | -1.0 | -1 | 1.2
COC(=O)C(CC(C)C)NC(=O)c1ccc(OC(=O)c2ccc(C(=O)Oc3ccc(C(=O)NC(CC(C)C)C(=O)OC)cc3)cc2)cc1 (centres undefined) | 3 | -0.2 | -1 | 0.7
CCCn1c(=N)n(CC(O)COc2ccccc2)c2ccccc21 (centres undefined) | 11 | -0.6 | 2 | 0.1
Cc1cc(Cl)nc(NCc2ccccc2)n1 | -16 | 0.2 | -37 | -0.1

Assay outcomes as filed in PubChem.
